C diff growth: C. difficile growth inhibition; Clostridium difficile clinical isolate growth, OD600, 24 h; stronger effect = lower value; growth activity, negative = inhibition, % at 16 µg/mL (by protocol); 0.25% of 86,000 active;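 active = mean growth activity at or below -80% and every replicate also at or below -80%; inconclusive = mean at or below -80% but some replicate above -80%; inactive = mean growth activity above -80%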;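 note: 0% = DMSO wells and -100% = levofloxacin 16 µg/mL wells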
Tcruzi prolif: blocks T. cruzi growth in NIH3T3 culture. inhibition, % at 8.34 µM. T. cruzi beta-gal in NIH3T3, GalScreen luminescence, 90 h. 5.9% of 77,000 active. AID 624255;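 active = mean inhibition above about 93%, with at least 55% of replicates each passing it, limit read from the data, passing the limit was not always enough; inconclusive = only one of those two conditions holds; inactive = neither condition holds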
GASC1 inh: KDM4C (human) demethylase inhibition; GST-KDM4C 2-372, H3K9me3 peptide, LANCE TR-FRET; Q9H3R0; AID 720574; inhibition, % at 12.5 µM; 0.15% of 96,000 active;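 active = mean replicate inhibition above about 25%, with at least 55% of replicates also reaching it, limit read from the data, passing the limit was not always enough; inconclusive = only one of those two conditions met; inactive = neither condition met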
Target sequence (Q9H3R0 2-372 limits assumed): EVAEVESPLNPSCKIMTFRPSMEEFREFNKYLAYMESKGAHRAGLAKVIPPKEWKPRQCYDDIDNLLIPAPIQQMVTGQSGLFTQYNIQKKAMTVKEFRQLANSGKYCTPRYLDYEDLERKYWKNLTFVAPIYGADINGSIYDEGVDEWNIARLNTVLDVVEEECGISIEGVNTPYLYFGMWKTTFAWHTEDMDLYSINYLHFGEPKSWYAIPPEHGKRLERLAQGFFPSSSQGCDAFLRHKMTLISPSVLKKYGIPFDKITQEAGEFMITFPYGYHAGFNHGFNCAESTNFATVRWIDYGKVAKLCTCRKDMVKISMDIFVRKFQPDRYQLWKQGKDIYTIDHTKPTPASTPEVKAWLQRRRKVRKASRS
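Test system – GST-tagged GASC-1 (JMJD2C) catalytic fragment, aa 2-372 · Medium – HEPES buffer, pH 7.5, plus ascorbate · Reagent – H3K9me3 peptide with Fe(II)/2OG · Compound – one test concentration per compound · Timing – 30 min reaction, 60 min detection, RT · Technique – TR-FRET with Eu antibody and ULight streptavidin, EDTA stop · Read-out basis – inhibition from TR-FRET ratio decrease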
Pf Dd2 growth: P. falciparum Dd2 growth inhibition; activity change, % at 10 µM; 2.3% of 94,000 active; SYBR Green, 72 h; stronger effect = lower value; in the data active = activity change below about -80%; inconclusive = no clear call, values can overlap the other calls
* hit, by the source's call; ? = inconclusive; . = not tested or not shown; & = joins results of further samples.

structure	C diff growth	Tcruzi prolif	GASC1 inh	Pf Dd2 growth
O=C(C[C@@H]1CC[C@@H](NC(=O)c2cccc(F)c2)[C@H](CO)O1)NCc1ccc(Oc2ccccc2)cc1	6	75	1.7	28
O=C(C[C@H]1CC[C@H]2[C@@H](COC[C@@H](O)CN2Cc2ccccc2)O1)NCCCN1CCOCC1	.	-5	0.4	6
N#C[C@@H]1[C@@H](c2ccccc2)[C@H](CO)N1C(=O)c1cc(Cl)cc(Cl)c1	5	77	-1.9	17
C[C@@H]1CN([C@@H](C)CO)C(=O)c2cccc(NS(=O)(=O)c3ccccc3)c2O[C@@H]1CN(C)C(=O)Nc1ccc(F)cc1	7	28	4.2	-70
CCC(=O)N1CC2(C1)[C@@H](c1ccc(-c3ccc(F)cc3)cc1)[C@H](CO)N2S(C)(=O)=O	0	.	-0.2	-14
CCCC(=O)Nc1ccc2c(c1)OC[C@@H](C)N(C(=O)c1ccccc1F)C[C@@H](C)[C@@H](OC)CN(C)C2=O	.	13	-0.4	.
Cc1cc(C(=O)Nc2cccc3c2O[C@@H](CN(C)C(=O)Nc2ccc(C(F)(F)F)cc2)[C@H](C)CN([C@@H](C)CO)C3=O)n(C)n1	-2	12	0.5	-24
C[C@@H]1CN([C@@H](C)CO)C(=O)c2cc(C#CCN(C)C)cnc2O[C@H]1CN(C)C(=O)c1cccnc1	-3	7	2.5	57
CN(C)CCCNC(=O)[C@H]1[C@H](CO)[C@H]2Cn3c(ccc(-c4ccc(F)cc4)c3=O)[C@H]2N1C	1	-1	2.7	1
C[C@@H]1CN([C@H](C)CO)C(=O)c2cc(NC(=O)c3ccccc3)ccc2O[C@@H](C)CCCCO[C@@H]1CN(C)Cc1ccc2c(c1)OCO2	9	.	0.1	-62
CC(=O)N[C@H]1CC[C@@H](CCNC(=O)C2CCCCC2)O[C@@H]1CO	-4	.	-2.9	38
CS(=O)(=O)N1[C@@H]2Cn3c(ccc(-c4cccc(F)c4)c3=O)[C@H]1[C@@H](C(=O)N1CCOCC1)[C@@H]2CO	-3	-3	-1.2	18
CN1c2ccc(C#Cc3cccnc3)cc2[C@H]2[C@H](CCN2C(=O)c2cccnc2)[C@H]1CO	-8	47	-0.8	-40
CC(C)c1cn(CC[C@@H]2CC[C@@H](NC(=O)C3CCOCC3)[C@@H](CO)O2)nn1	4	.	-1.5	30
O=C(C[C@H]1CC[C@@H]2[C@H](COC[C@@H](O)CN2S(=O)(=O)c2cccc(F)c2)O1)NC1CCC1	2&-3	87	0.0	26
Cc1noc(C)c1S(=O)(=O)N(C)C[C@H]1Oc2ccc(NC(=O)Nc3cccc4ccccc34)cc2CC(=O)N([C@@H](C)CO)C[C@@H]1C	-8	39	0.1	-51
C[C@@H]1CN([C@H](C)CO)C(=O)Cc2cc(NC(=O)Nc3ccc(C(F)(F)F)cc3)ccc2O[C@H]1CN(C)C(=O)Nc1ccc2c(c1)OCO2	2	.	1.3	23
C[C@H]1CN([C@@H](C)CO)C(=O)c2cc(C#CCc3ccccc3)cnc2O[C@H]1CN(C)CC1CCOCC1	1	-51	0.0	-50
COc1ccc2c3c([nH]c2c1)[C@@H](CO)N(C(=O)C1CC1)CC31CCN(C)CC1	6	.	1.4	18
CCCNC(=O)N1CC2(CCN(S(=O)(=O)c3ccc(OC)cc3)CC2)c2c(n(C)c3cc(OC)ccc23)[C@H]1CO	1	.	-0.4	-76
C[C@@H](O)C#Cc1ccc2c(c1)O[C@H](CN(C)Cc1cncnc1)[C@@H](C)CN([C@@H](C)CO)S2(=O)=O	-12	-17	-0.3	1
CCNC(=O)C[C@H]1CC[C@@H]2[C@@H](COc3ccc(NC(=O)C4CCOCC4)cc3C(=O)N2C)O1	-8	63	-2.9	7
COc1ccc(S(=O)(=O)Nc2ccc3c(c2)CC(=O)N([C@H](C)CO)C[C@H](C)[C@H](CN(C)Cc2ccncc2)O3)cc1	0	.	-2.7	-37
O=C(NC[C@@H]1[C@@H](c2ccccc2)[C@@H](CO)N1CC1CCCC1)C1CC1	9	34	0.4	-22
COc1ccc(-c2cnc3c(c2)C(=O)N([C@@H](C)CO)C[C@@H](C)[C@@H](CN(C)C(=O)C2CCOCC2)O3)cc1	1	8	-1.4	16
COc1cccc(CN2CCC3(CC2)CN(C(=O)Nc2ccc(F)cc2)[C@H](CO)c2c3c3ccc(OC)cc3n2C)c1	52	.	-0.1	-35
CC=Cc1ccc2n(c1=O)C[C@@H]1[C@@H](CO)[C@H](C(=O)NCc3ccccn3)[C@H]2N1CC1CC1 (mixture of isomers)	-4	60	0.8	1
N#C[C@@H]1[C@@H](c2ccc(-c3ccccc3F)cc2)[C@@H](CO)N1C(=O)c1ccccn1	-7	54	1.2	0
CO[C@@H](CN(C)S(=O)(=O)c1ccccc1)[C@@H](C)CN(C(=O)Nc1ccccc1F)[C@@H](C)CO	.	35	-0.2	0
COc1ccc2c3c([nH]c2c1)[C@H](CO)N(C(=O)Nc1c(C)noc1C)CC31CCN(CC2CC2)CC1	4	.	0.8	?
C/C=C/c1ccc([C@@H]2[C@H](CO)N[C@@H]2CN(C)S(=O)(=O)c2ccccc2)cc1	1	19	0.8	-7
C[C@H](O)C#Cc1ccc([C@H]2[C@H]3CN(S(=O)(=O)Cc4ccccc4)CCCCN3[C@H]2CO)cc1	-8	110*	1.0	-57
O=C(NCC[C@@H]1CC[C@@H](NS(=O)(=O)c2cccc(F)c2)[C@@H](CO)O1)C1CC1	.	-103	0.3	15
C[C@@H]1CN([C@H](C)CO)C(=O)c2cc(-c3ccc(C(=O)N(C)C)cc3)cnc2O[C@H]1CN(C)C(=O)C1CC1	-4	-23	11	24
C[C@H](CO)N1C[C@H](C)[C@@H](CN(C)C(=O)NC2CCCCC2)Oc2ccc(NC(=O)CCCCCC(=O)Nc3ccccc3N)cc2C1=O	0	.	15	25
CN1CCN(C(=O)[C@H]2[C@H](CO)[C@H]3Cn4c(cccc4=O)[C@H]3N2Cc2ccccc2F)CC1	-1	-10	-0.2	.
CCC(=O)N(C)C[C@@H]1Oc2cc(C#CC3CCCCC3)ccc2S(=O)(=O)N([C@H](C)CO)C[C@@H]1C	-1	110*	0.0	-56
C[C@@H]1CN([C@@H](C)CO)C(=O)c2cc(C3=CCCC3)cnc2O[C@@H]1CN(C)C(=O)C1CC1	.	29	2.2	15
COc1ccc(NC(=O)N(C)C[C@H]2Oc3ncc(-c4cccnc4)cc3C(=O)N([C@@H](C)CO)C[C@H]2C)cc1	1	-169	-2.1	8
COc1ccc(CN(C)C[C@@H]2Oc3ccc(NC(=O)C4CC4)cc3C(=O)N([C@H](C)CO)C[C@H]2C)cc1	-2	-1	9.2	-8
C[C@H]1CN([C@@H](C)CO)C(=O)c2cccc(NC(=O)c3ccncc3)c2O[C@H]1CN(C)C	2	15	-1.1	16
O=C(C[C@@H]1CC[C@H](NC(=O)C2CC2)[C@H](CO)O1)Nc1nccs1	4	.	2.4	6
CC(C)C#Cc1ccc2c(c1)O[C@H](CN(C)C(=O)C1CCC1)[C@H](C)CN([C@H](C)CO)S2(=O)=O	.	82	0.0	-23
CCCc1cn([C@H]2C[C@@H]3O[C@@H](CO)CC[C@@H]3O[C@@H]2CCc2ccc(C#CCc3ccccc3)cc2)nn1	58	.	.	-74
CNC[C@H]1Oc2ccc(NC(=O)Cc3cn(C)c4ccccc34)cc2C(=O)N([C@@H](C)CO)C[C@@H]1C	-1	-14	1.0	9
C[C@H](CO)N1C[C@H](C)[C@H](CN(C)S(=O)(=O)c2ccc(Cl)cc2)Oc2ccc(NC(=O)C3CCCCC3)cc2C1=O	-6	36	.	3
Cc1noc(C)c1S(=O)(=O)Nc1ccc2c(c1)C(=O)N([C@@H](C)CO)C[C@H](C)[C@H](CN(C)C(=O)c1ccccc1)OCCCC[C@H](C)O2	.	-53	1.1	-31
Cc1ccc(S(=O)(=O)Nc2ccc3c(c2)C(=O)N([C@@H](C)CO)C[C@H](C)[C@H](CN(C)Cc2ccc(Oc4ccccc4)cc2)O3)cc1	.	53	-0.4	13
CO[C@@H]1CN(C)C(=O)c2cc(NC(=O)c3nc4ccccc4s3)ccc2OC[C@@H](C)N(Cc2ccncc2)C[C@H]1C	34	84	0.9	-87*
COc1ccc(NC(=O)Nc2ccc3c(c2)C(=O)N([C@@H](C)CO)C[C@@H](C)[C@@H](CN(C)C(=O)c2ccccc2)OCCCC[C@H](C)O3)cc1	0	27	-0.1	-56

Copied from the results shown (eight entries):
structure	C diff growth	Tcruzi prolif	GASC1 inh	Pf Dd2 growth
CC(C)C#Cc1ccc2c(c1)O[C@H](CN(C)C(=O)C1CCC1)[C@H](C)CN([C@H](C)CO)S2(=O)=O	.	82	0.0	-23
CCCc1cn([C@H]2C[C@@H]3O[C@@H](CO)CC[C@@H]3O[C@@H]2CCc2ccc(C#CCc3ccccc3)cc2)nn1	58	.	.	-74
CNC[C@H]1Oc2ccc(NC(=O)Cc3cn(C)c4ccccc34)cc2C(=O)N([C@@H](C)CO)C[C@@H]1C	-1	-14	1.0	9
C[C@H](CO)N1C[C@H](C)[C@H](CN(C)S(=O)(=O)c2ccc(Cl)cc2)Oc2ccc(NC(=O)C3CCCCC3)cc2C1=O	-6	36	.	3
Cc1noc(C)c1S(=O)(=O)Nc1ccc2c(c1)C(=O)N([C@@H](C)CO)C[C@H](C)[C@H](CN(C)C(=O)c1ccccc1)OCCCC[C@H](C)O2	.	-53	1.1	-31
Cc1ccc(S(=O)(=O)Nc2ccc3c(c2)C(=O)N([C@@H](C)CO)C[C@H](C)[C@H](CN(C)Cc2ccc(Oc4ccccc4)cc2)O3)cc1	.	53	-0.4	13
CO[C@@H]1CN(C)C(=O)c2cc(NC(=O)c3nc4ccccc4s3)ccc2OC[C@@H](C)N(Cc2ccncc2)C[C@H]1C	34	84	0.9	-87*
COc1ccc(NC(=O)Nc2ccc3c(c2)C(=O)N([C@@H](C)CO)C[C@@H](C)[C@@H](CN(C)C(=O)c2ccccc2)OCCCC[C@H](C)O3)cc1	0	27	-0.1	-56

Next compounds
structure	C diff growth	Tcruzi prolif	GASC1 inh	Pf Dd2 growth
O=S(=O)(c1ccccc1)N1CCCCN2[C@H](CO)[C@@H](c3ccc(C#Cc4ccccc4)cc3)[C@H]2C1	75	103*	1.2	-17
C[C@H]1CCCCO[C@H](CN(C)Cc2ccc(Cl)c(Cl)c2)[C@@H](C)CN([C@@H](C)CO)C(=O)c2cc(N(C)C)ccc2O1	.	93	.	-76
CCC(=O)N1C[C@@H](C)[C@H](OC)CN(C)C(=O)c2cc(NC(=O)c3ccccc3)ccc2OC[C@@H]1C	.	5	1.2	13
C[C@@H]1CN([C@@H](C)CO)C(=O)c2cc(NC(=O)Nc3ccc(C(F)(F)F)cc3)ccc2O[C@H]1CN(C)C(=O)Nc1ccc2c(c1)OCO2	.	-3	2.1	-36
Cc1cccc(S(=O)(=O)N2C[C@H](O)COC[C@@H]3O[C@@H](CC(=O)Nc4ccc(-c5ccccc5)cc4)CC[C@H]32)c1	15&10	111*	-1.6	-59
C[C@@H]1CN([C@H](C)CO)C(=O)c2cc(NC(=O)Nc3ccc(F)cc3)ccc2O[C@@H]1CN(C)S(=O)(=O)c1cn(C)cn1	0	10	1.2	-48
C/C=C/c1ccc2c(c1)O[C@H](CN(C)Cc1ccncc1)[C@H](C)CN([C@@H](C)CO)S2(=O)=O	0	79	0.6	-12
CCCC#Cc1ccc2c(c1)O[C@@H](CN(C)C(=O)c1cccnc1)[C@H](C)CN([C@@H](C)CO)S2(=O)=O	-5	64	2.4	1
C[C@H](CO)N1C[C@H](C)[C@H](CN(C)C(=O)Nc2ccccc2)Oc2c(NC(=O)CCCCCC(=O)Nc3ccccc3N)cccc2C1=O	10	.	-0.7	-58
CCCNC(=O)N1C[C@@H](C)[C@@H](OC)CN(C)C(=O)c2ccc(NC(=O)CC)cc2OC[C@@H]1C	-2	-15	-0.6	10
COc1ccc(NC(=O)Nc2ccc3c(c2)C(=O)N([C@H](C)CO)C[C@H](C)[C@H](CN(C)C(=O)Nc2ccc4c(c2)OCO4)OCCCC[C@@H](C)O3)cc1	10	6	0.3	16
O=C(c1cnccn1)N1CC[C@@H]2[C@H](CO)Nc3ccc(-c4ccccc4)cc3[C@@H]21	74	59	-1.8	10
CO[C@H]1CN(C)C(=O)c2ccc(NC(=O)Nc3ccc(F)cc3)cc2OC[C@H](C)NC[C@@H]1C	8	.	0.2	2
O=C(Nc1cc(F)ccc1F)N1CC(=O)N2[C@H](CO)[C@@H](c3ccc(-c4cccnc4)cc3)[C@@H]2C1	2	.	-0.5	-15
C[C@H](CO)N1C[C@H](C)[C@H](CN(C)Cc2ccc(-c3ccccc3)cc2)Oc2c(NS(=O)(=O)c3ccccc3)cccc2C1=O	.	77	-1.2	-3
